mHTT-CaM PPI inh = inhibitors of human mutant huntingtin-calmodulin interaction | 190,000 compounds, 3.6% hits | P42858 | AlphaScreen His-mHTT/GST-CaM binding, luminescence | inhibition, % at 15 µM | AID 1671202;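 note: 0% = both proteins with DMSO and 100% = one protein alone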
Target sequence (P42858 whole entry, looked up, stated change not applied): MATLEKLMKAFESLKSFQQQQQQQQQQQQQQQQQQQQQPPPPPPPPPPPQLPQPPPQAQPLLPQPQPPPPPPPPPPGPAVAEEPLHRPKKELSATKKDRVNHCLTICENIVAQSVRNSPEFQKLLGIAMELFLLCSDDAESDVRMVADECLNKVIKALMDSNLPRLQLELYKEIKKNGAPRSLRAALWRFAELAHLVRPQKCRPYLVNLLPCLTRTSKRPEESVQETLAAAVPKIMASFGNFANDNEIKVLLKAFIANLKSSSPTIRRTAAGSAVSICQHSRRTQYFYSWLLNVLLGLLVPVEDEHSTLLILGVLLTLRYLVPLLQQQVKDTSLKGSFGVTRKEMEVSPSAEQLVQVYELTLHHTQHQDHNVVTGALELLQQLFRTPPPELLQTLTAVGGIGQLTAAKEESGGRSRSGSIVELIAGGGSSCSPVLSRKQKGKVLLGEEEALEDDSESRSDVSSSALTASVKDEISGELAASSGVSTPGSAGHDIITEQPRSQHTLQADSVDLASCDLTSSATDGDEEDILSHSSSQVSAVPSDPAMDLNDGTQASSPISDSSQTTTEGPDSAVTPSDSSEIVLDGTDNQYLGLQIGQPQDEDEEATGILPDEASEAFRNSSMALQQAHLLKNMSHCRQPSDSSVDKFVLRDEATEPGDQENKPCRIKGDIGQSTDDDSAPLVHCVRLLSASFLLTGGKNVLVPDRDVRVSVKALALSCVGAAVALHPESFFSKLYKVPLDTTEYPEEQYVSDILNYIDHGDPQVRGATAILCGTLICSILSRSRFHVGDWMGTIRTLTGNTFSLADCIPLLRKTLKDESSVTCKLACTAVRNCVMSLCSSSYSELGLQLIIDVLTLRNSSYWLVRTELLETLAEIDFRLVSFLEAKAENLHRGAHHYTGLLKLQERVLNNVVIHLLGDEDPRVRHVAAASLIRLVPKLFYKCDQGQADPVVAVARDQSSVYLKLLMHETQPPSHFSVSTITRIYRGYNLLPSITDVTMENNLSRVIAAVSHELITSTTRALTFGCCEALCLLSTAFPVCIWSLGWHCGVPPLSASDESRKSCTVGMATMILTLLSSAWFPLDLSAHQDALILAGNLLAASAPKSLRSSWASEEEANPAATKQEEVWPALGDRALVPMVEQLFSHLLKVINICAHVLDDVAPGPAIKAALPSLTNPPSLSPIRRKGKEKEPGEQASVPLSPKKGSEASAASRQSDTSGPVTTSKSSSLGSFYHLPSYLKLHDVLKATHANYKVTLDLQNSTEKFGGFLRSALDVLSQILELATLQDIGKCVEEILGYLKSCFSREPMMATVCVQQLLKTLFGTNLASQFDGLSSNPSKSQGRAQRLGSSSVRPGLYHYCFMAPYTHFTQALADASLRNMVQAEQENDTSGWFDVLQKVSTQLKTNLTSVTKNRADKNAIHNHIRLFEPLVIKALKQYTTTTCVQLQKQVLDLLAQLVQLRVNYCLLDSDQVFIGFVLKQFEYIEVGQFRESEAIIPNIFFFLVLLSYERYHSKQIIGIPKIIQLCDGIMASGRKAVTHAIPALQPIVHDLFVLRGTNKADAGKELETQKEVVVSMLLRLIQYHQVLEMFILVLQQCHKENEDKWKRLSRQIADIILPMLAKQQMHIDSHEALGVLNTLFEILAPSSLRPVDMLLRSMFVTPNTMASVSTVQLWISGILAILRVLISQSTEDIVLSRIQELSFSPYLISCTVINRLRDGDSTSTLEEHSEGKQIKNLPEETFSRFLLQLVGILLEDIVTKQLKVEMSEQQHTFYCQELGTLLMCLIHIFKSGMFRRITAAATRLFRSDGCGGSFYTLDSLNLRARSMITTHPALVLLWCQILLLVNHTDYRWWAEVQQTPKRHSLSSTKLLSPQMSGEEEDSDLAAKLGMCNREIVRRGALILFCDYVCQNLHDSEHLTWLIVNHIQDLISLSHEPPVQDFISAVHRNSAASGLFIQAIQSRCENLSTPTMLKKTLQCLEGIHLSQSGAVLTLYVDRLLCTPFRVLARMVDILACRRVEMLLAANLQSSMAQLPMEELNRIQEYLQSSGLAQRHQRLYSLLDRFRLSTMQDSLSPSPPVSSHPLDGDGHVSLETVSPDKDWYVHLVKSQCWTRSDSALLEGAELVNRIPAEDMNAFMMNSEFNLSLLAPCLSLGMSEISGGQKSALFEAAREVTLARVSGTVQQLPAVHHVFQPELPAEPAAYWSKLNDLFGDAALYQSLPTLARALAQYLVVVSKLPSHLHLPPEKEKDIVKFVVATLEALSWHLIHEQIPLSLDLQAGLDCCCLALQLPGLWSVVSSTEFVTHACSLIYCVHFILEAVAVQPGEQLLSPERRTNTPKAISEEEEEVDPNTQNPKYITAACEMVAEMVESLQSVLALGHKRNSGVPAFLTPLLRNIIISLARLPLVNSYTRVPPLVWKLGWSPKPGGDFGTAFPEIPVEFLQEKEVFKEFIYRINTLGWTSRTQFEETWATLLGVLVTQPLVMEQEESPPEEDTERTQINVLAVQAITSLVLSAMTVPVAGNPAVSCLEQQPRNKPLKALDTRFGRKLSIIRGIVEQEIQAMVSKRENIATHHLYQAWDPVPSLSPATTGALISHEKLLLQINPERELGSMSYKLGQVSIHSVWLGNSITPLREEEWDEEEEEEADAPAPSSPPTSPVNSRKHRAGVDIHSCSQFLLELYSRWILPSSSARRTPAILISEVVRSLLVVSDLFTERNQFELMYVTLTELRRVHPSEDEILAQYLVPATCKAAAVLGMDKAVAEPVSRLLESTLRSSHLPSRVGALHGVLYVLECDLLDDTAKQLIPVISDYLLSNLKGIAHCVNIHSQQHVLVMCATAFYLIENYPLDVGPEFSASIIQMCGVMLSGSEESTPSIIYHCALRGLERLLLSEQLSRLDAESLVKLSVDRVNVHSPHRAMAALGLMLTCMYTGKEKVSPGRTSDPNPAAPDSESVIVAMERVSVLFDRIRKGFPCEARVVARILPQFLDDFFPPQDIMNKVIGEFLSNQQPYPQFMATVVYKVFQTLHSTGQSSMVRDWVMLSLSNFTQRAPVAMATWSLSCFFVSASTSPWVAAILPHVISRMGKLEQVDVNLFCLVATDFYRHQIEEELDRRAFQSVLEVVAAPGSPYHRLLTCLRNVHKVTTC
Pf apPOL inh = Pf-apPOL DNA polymerase inhibition. Recombinant Pf-apPOL, molecular beacon fluorescence, 1.5 h. inhibition, % at 10 µM. 210,000 compounds, 0.25% hits. AID 1794808
* hit, by the source's call; nt = not tested or not shown; & = joins results of further samples. Cut-off read from the data, not from the text of the source: active = inhibition above about 50%; inactive = the rest. Only part of the results is shown; count on the stated rates, not on these rows.

#	Compound	mHTT-CaM PPI inh	Pf apPOL inh
1	Nc1ccc2c(c1)/C(=C/c1ccccc1)c1ccccc1-2	100*	-1
2	COc1ccccc1CNC(=O)C1CCN(S(=O)(=O)N2CCCCC2)CC1	-8	-15
3	N#Cc1cc(Br)c(OC(=O)c2cc(Cl)cc(Cl)c2)c(Br)c1	nt	2
4	Cc1ccc(CNC(=O)C2CCCN(c3cnn(Cc4ccccc4)c(=O)c3)C2)o1 (centres undefined)	15	-3
5	OCCNc1ccccn1	-11	6
6	CCCCc1ccc(NC(=O)C(=O)NCCc2ccc(OC)c(OC)c2)cc1	0	-5
7	Cc1cc(C)c(C(=O)N2CCC(CC(=O)NCc3cccc(Cl)c3)CC2)[nH]1	27	0
8	COc1ccc(C(C)c2ccc(OC)cc2)cc1	-75	-1
9	Cc1ccc(NCC(O)Cn2c(C)c(C)c3ccccc32)c(C)c1 (centres undefined)	82*	-8
10	CC(C)c1ccc(N2CCC(C(=O)NCc3ccccc3)C2=O)cc1 (centres undefined)	-5	-6
11	CCOc1ccccc1CN1CCc2nc(Nc3ccccc3OC)ncc2C1	36	-1
12	CC(C)(CC(=O)O)CC(=O)N1CCN(c2ncccn2)CC1	nt	3&0
13	CCCCNC(=O)C(=O)NCC1OCCc2ccccc21 (centres undefined)	3	-12
14	O=C(O)CNC(=O)c1ccc(Cl)cc1	-5	-6
15	O=S(=O)(Nc1cc(Cl)cc(Cl)c1)c1ccc(F)cc1	-20&-8	-5
16	O=C(NCc1ccccc1)c1cccc(CN2C(=O)C3CCCN3C(=O)c3ccccc32)c1 (centres undefined)	10	-1
17	COC(=O)COc1ccc2c(c1)OC(=Cc1ccccc1)C2=O	-2	-6
18	COc1ccc(NC2SC(=O)N(c3ccc(C)cc3)C2=O)cc1 (centres undefined)	5	0
19	Cc1ccc(NC(=O)c2cccc3[nH]cc(CN4CCSCC4)c23)cc1	9	-4
20	COc1ccc(N2C(=O)CC(NC3CCCCC3)C2=O)cc1 (centres undefined)	-3	-2
21	CC(=O)c1cccc(NC(=O)CSCc2cccc(Br)c2)c1	-11	-2
22	CC1C(=O)N(c2cccc(C(F)(F)F)c2)CCN1C(=O)c1ccc(F)cc1 (centres undefined)	-3	-1
23	O=C(Nc1cc(Cl)ccc1O)c1cnn2c1NC(c1cccs1)CC2C(F)(F)F (centres undefined)	1	-5
24	CCc1ccc(OCC(=O)NCc2ccc(F)cc2)cc1	-18	-3
25	Cc1cc(C)cc(NS(=O)(=O)c2c[nH]c3ncccc23)c1	2	1
26	CCCn1c(C(=O)N(C)Cc2ccccc2)cc2sc(Br)cc21	14	-4
27	COc1ccc(C(CNC(=O)C(=O)Nc2cccc([N+](=O)[O-])c2)N2CCN(C)CC2)cc1 (centres undefined)	9	-7
28	O=C1Nc2ccc(Br)cc2/C1=C/c1ccsc1	42	1
29	CCOC(=O)Oc1cc2sc(=O)oc2cc1Br	30	-3
30	CCN(CC)C(=O)Cn1c(=O)n(CCCC(=O)NCc2ccco2)c(=O)c2sccc21	1	0
31	O=C(NCCN1CCOCC1)c1cc2c(=O)oc3ccccc3c2s1	4	-6
32	O=C(NCC1(c2cccs2)CCOCC1)c1cnc2ccccc2n1	-1	2
33	Cc1c(Cl)cccc1NC(=O)N1CCC(n2cnc3cc(F)ccc3c2=O)CC1	-10	-3
34	O=C(Nc1cccc(Br)c1)C1CC1	-9	-11
35	COc1ccc(OC)c(NC(=O)N2CCOc3ccc(C)cc32)c1	42	-6
36	C=CCn1c(SCC(=O)Nc2ccc(Cl)c(Cl)c2)nnc1C1CC1	4	-1
37	O=C(Nc1ccccc1)N1CCC(N2CCN(Cc3ccccc3)C2=O)CC1	1	-6
38	CCOc1ccccc1N(CC(=O)N1CCN(c2ccc(F)cc2)CC1)S(C)(=O)=O	7	-10
39	COC(=O)c1ccc2c(c1)CC(CNC(=O)c1ccccc1F)O2 (centres undefined)	-9	-2
40	O=C(NCc1cccc2ccccc12)Nc1ccc(CC(=O)N2CCCC2)cc1	11	-12
41	COc1nn(C)cc1C(=O)N1CCN(c2c(C)nn(C3CCS(=O)(=O)C3)c2C)CC1 (centres undefined)	-13	-8
42	CCNC(=O)C1CCN(c2ccc(C)cc2C)C1=O (centres undefined)	-6	-4
43	Cc1cccc(NC(=O)CSc2cn(CCNC(=O)c3c(F)cccc3F)c3ccccc23)c1	22	-1
44	CCN(Cc1cc(-c2ccc(C)cc2C)on1)C(=O)C1CC1	-1	-6
45	CCCCN(C)CCCNC(=O)C1CCN(c2nc3ccc(OC)cc3s2)CC1	4	-2
46	C=CCc1ccc(OCCCOc2ccccc2C=O)c(OC)c1	-30	-1
47	O=C(c1cnn2cccnc12)N1CCCC1c1ccc(F)cc1 (centres undefined)	-3	-2
48	N#CC1=C(N)Oc2n[nH]c(-c3ccccc3)c2C1c1cccs1 (centres undefined)	2	-3
49	O=C(Nc1cccc([N+](=O)[O-])c1)/C(=C\c1ccc2c(c1)OCO2)NC(=O)c1ccccc1Cl	10	-4
50	CCOc1cccc(OCCOCCN2CCOCC2)c1	-2	-4

(further entries)
#	Compound	mHTT-CaM PPI inh	Pf apPOL inh
51	Cc1ccc(OCC(O)CNC(N)=O)cc1 (centres undefined)	2	6
52	Cc1ccc(Nc2ncnc(N)c2[N+](=O)[O-])c(Br)c1	2	-6
53	CCN1CCc2nc(-c3ccccc3)n(CC(=O)N3CCOc4ccc(C)cc43)c(=O)c2C1	42	-2
54	CCOc1ccc(CNC(=O)c2ccc3c(c2)nc2n3CCCC2)cc1	6	-7
55	COc1ccccc1/C=C/C=C1/N=C(c2cccc([N+](=O)[O-])c2C)OC1=O	14	-3
56	COc1cccc(OC)c1C(=O)n1nc(C)cc1C	-2	-1
57	Cc1ccc2oc(-c3cc(NC(=O)c4ccc5c(c4)OCCO5)ccc3O)nc2c1	-4	-2
58	Fc1ccc(-c2n[nH]c(C3CCN(Cc4ccoc4)CC3)n2)cc1	-3	1
59	COc1ccc(-c2ncc3c(n2)CCN(C(=O)Nc2ccccc2OC)C3)cc1	0	-4
60	Cc1ccnc(N2CCC(C(=O)Nc3ccc(Cl)cc3)CC2)n1	-4	0

From entry 1 to 4, copied from above:
#	Compound	mHTT-CaM PPI inh	Pf apPOL inh
1	Nc1ccc2c(c1)/C(=C/c1ccccc1)c1ccccc1-2	100*	-1
2	COc1ccccc1CNC(=O)C1CCN(S(=O)(=O)N2CCCCC2)CC1	-8	-15
3	N#Cc1cc(Br)c(OC(=O)c2cc(Cl)cc(Cl)c2)c(Br)c1	nt	2
4	Cc1ccc(CNC(=O)C2CCCN(c3cnn(Cc4ccccc4)c(=O)c3)C2)o1 (centres undefined)	15	-3

(next part)
#	Compound	mHTT-CaM PPI inh	Pf apPOL inh
61	CC(=O)C1=C(C)NC(SCC(=O)c2ccc(F)cc2)=C(C#N)C1c1ccccc1 (centres undefined)	-34	-4
62	CCn1cc(-c2ccncc2)cc1C(=O)NC1CCCC1	1	-3
63	Cc1ccccc1C(=O)Nc1c(-c2ccccn2)c(=O)c2ccccc2n1C	29	-17
64	c1ccc2c(Oc3ccc4c(c3)OCO4)nncc2c1	4	-10
65	O=C(NCCc1cccs1)c1ccc2c(c1)nc1n2CCCC1	6	1
66	O=C(C1CCCC1)N1CCN(Cc2noc(-c3cccc4ccccc34)n2)CC1	19	2
67	Cc1ccc(CN2CCN(C(=O)c3ccccc3)CC2)cc1	0	3
68	Cc1c(Cl)c([N+](=O)[O-])nn1CCCC(=O)Nc1cccc(C(F)(F)F)c1	5	-6
69	Cc1nn(Cc2ccc(F)cc2)c(C)c1NC(=O)C1c2ccccc2Oc2ccccc21	47	1
70	N#CC1=C(N)N(c2sc3c(c2C#N)CCCC3)C2=C(C(=O)CCC2)C1c1cccs1 (centres undefined)	27	-3
71	Cc1ccc(CNC(=O)C2COc3ccc(NC(=O)C(C)C)cc3C2)cc1 (centres undefined)	-6	0
72	Cc1cc(C)c(C)c(OCC(=O)NCc2cccnc2)c1	-4	-5
73	c1cc(-c2ccsc2)[nH]n1	nt	-6
74	COc1ccc(CCNC(=O)c2c(Cl)ccc(Cl)c2OC)cc1OC	-4	0
75	O=C(c1ccc(Br)c([N+](=O)[O-])c1)N(c1ccccn1)c1ccccn1	-3	-2
76	Nc1nc(CSc2ncn[nH]2)nc(Nc2ccc(F)cc2)n1	-2&1	-11&-18
77	Cc1ccc(F)cc1NC(=O)Cn1[nH]c2c(cnc3ccc(F)cc32)c1=O	95*	1
78	CC1CC(=O)N(c2ccccc2)N1 (centres undefined)	4	-2
79	Cc1ccc(NC(=O)Nc2ccc(Cl)cc2)cc1	-2	-15
80	Cc1ccc(C)c(Cc2c(C)nc3c(C(=O)NC4CC4)cnn3c2C)c1	53*	-6

A different layout for four compounds above:
31	O=C(NCCN1CCOCC1)c1cc2c(=O)oc3ccccc3c2s1
- mHTT-CaM PPI inh: 4
- Pf apPOL inh: -6
32	O=C(NCC1(c2cccs2)CCOCC1)c1cnc2ccccc2n1
- mHTT-CaM PPI inh: -1
- Pf apPOL inh: 2
33	Cc1c(Cl)cccc1NC(=O)N1CCC(n2cnc3cc(F)ccc3c2=O)CC1
- mHTT-CaM PPI inh: -10
- Pf apPOL inh: -3
34	O=C(Nc1cccc(Br)c1)C1CC1
- mHTT-CaM PPI inh: -9
- Pf apPOL inh: -11

(more compounds)
#	Compound	mHTT-CaM PPI inh	Pf apPOL inh
81	COCc1nn(C)c2c1CN(S(=O)(=O)c1ccccc1)CC2	1	-4
82	O=C1CC(c2cccc(Cl)c2)c2c(n[nH]c2-c2ccccc2)N1 (centres undefined)	-10	1
83	CCSc1nnc2c(n1)OC(c1cccs1)Nc1ccccc1-2 (centres undefined)	16	-2
84	Cc1ccc(S(=O)(=O)Nc2ccc3[nH]cc(Cl)c3c2)cc1	nt	3
85	CCC(=O)N1CCc2cc(Br)cc(S(=O)(=O)N3CCOCC3)c21	4	-4
86	O=[N+]([O-])c1ccc(COc2ccc(CO)cc2)cc1	nt	-26
87	O=C(CSCc1ccccc1)NCCCn1nc(-c2cccnc2)ccc1=O	-7	-6
88	CCCc1oc2cc(OCC(=O)OC)c(CC)cc2c(=O)c1-c1ccc2c(c1)OCCCO2	-1	-1
89	C#CC(C)(C)OC(=O)C1C2C=CC(C2)C1C(=O)OCC(=C)Cl (centres undefined)	-5	nt
90	CC1(C)CC(C(CC#N)Cc2ccccc2)CCO1 (centres undefined)	17	1
91	Cn1c(CNC(=O)c2cc3c(s2)CN(C2CC2)C3)nc2ccccc21	18	-2
92	NNC(=O)c1sc2cccc(Cl)c2c1Cl	13	-2
93	COc1ccc(S(=O)(=O)Nc2cc(C)on2)cc1OC	-1	-2
94	C=CCN1[C@@H](CC(C)C)COc2cc(F)ccc2S1(=O)=O	-20	-2
95	COCc1cc(C)nc(SCC(=O)Nc2ccc(Cl)cc2Cl)c1C#N	-12	-6
96	COc1ccccc1CN1CCN(Cc2ccc3c(c2)OCO3)CC1	7&-6	-9&-10
97	COC(=O)C1C(=O)C2=C(CC1C)NC(C)=C(C(=O)OC1CCCCC1)C2c1ccc(O)c(OC)c1 (centres undefined)	22	-8
98	COc1ccccc1/C=C/C1=NC(=C\c2ccc3c(c2)OCO3)/C(=O)O1	9	5
99	COc1ccccc1C(=O)ON1C(=O)c2ccccc2C1=O	7	0
100	NC(=O)c1ccccc1Br	nt	-4

Compounds from the list above that contain two or more sulfur atoms, in the order listed:
#	Compound	mHTT-CaM PPI inh	Pf apPOL inh
70	N#CC1=C(N)N(c2sc3c(c2C#N)CCCC3)C2=C(C(=O)CCC2)C1c1cccs1 (centres undefined)	27	-3
83	CCSc1nnc2c(n1)OC(c1cccs1)Nc1ccccc1-2 (centres undefined)	16	-2

(further entries)
#	Compound	mHTT-CaM PPI inh	Pf apPOL inh
101	CCCn1cc(C2=CCN(S(=O)(=O)c3ccc(OC)c(Cl)c3)CC2)c2cccnc21	20	-3
102	COc1cc(C(F)(F)F)cc(C(F)(F)F)c1C(=O)N1CCC(C(=O)c2ccc(Cl)cc2)CC1	nt	0
103	O=C(NCc1nnc2n1CCCC2)c1ccoc1	-10	-9
104	CC(=O)Nc1ccc(C2(C(=O)NCc3ccc(F)cc3F)CCCCC2)cc1	-9	8
105	O=C(c1ccc2c(c1)C(=O)N(CCO)C2=O)c1ccc2c(c1)C(=O)N(CCO)C2=O	0	-6
106	COc1cccc(N2CCN(C(=O)c3ccc(F)cc3)C(C)C2=O)c1 (centres undefined)	-1	3
107	COc1ccc(Br)cc1/C=C1/N=C(c2cccc(Cl)c2)OC1=O	6	1
108	OCCC12CC3CC(C1)CC(CCO)(C3)C2	-2	-1
109	Cc1nc(NCc2ccc3c(c2)OCO3)nc(NCc2ccco2)c1[N+](=O)[O-]	1	-6
110	Cc1ccc(S(=O)(=O)N2CCN(S(=O)(=O)c3ccc(C)cc3)C2)cc1	-12	1
111	CCOc1ccc(NC(=O)NCc2ccnc(N3CCCCC3)c2)cc1	15	-1
112	Cc1ccc(OCC(=O)N2CCCCCC2)cc1C	-7	-10
113	COc1ccc(CNC(=O)C2(C)Cc3ccccc3C(=O)N2Cc2ccco2)cc1 (centres undefined)	-2	3
114	O=c1cc(-c2cc3cc(Br)ccc3oc2=O)c2ccc(O)cc2o1	10	-6
115	O=C(COc1ccc(NS(=O)(=O)c2ccc(F)cc2)cc1)N1CCOCC1	-4	-7
116	COc1ccccc1-c1coc2c3c(ccc2c1=O)OCN(CC1CCCO1)C3 (centres undefined)	0	1
117	CSC(SC)=C(C#N)C(=O)c1ccccc1	nt	5
118	COc1ccc(NC(=O)c2ccoc2C)c(OC)c1	15	-1
119	COc1ccc(C(=O)Nc2c3c(nn2-c2ccc([N+](=O)[O-])cc2)CS(=O)(=O)C3)cc1OC	4	0
120	Cc1ccc2oc(=O)c(C=C(O)c3ccc(Br)cc3)nc2c1	-3	1
121	CN(C)CCNc1c2c(c(C#N)c3nc4ccccc4n13)CCCC2	-4	3
